CaV13 ICDI inh = Primary screen for inhibitors of IQ motif and Ca2+-dependent inactivation inhibitor domain binding in CACNA1D, Förster resonance energy transfer in living cells, …. AID 743397. hit rate 0.098% among 340,000. inhibition, % at 12.3 µM. HEK cells, CFP/YFP FRET ICDI-IQ, plate reader, 10 min; percent FRET-ratio fall versus neutral wells;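 active means mean replicate inhibition of at least 30% and at least 1% of replicates passing that level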;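 further: 0% = median of the neutral control wells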
H9c2 protect = cardioprotection against H2O2-induced cell death, primary screen, uHTS, H9c2 cells, ATPLite luminescence; hit rate 0.63% among 360,000; protection from H2O2 cell death, % at 20 µM; H9c2 cardiomyocytes, H2O2 injury protection, 2 h;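 active means compounds giving at least 50% protection of heart cells from peroxide-induced death in the single-dose screen, raw or plate-pattern-corrected value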;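 further: 0% = DMSO wells with peroxide and 100% = DMSO wells without peroxide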
ABCB6 inh MLPCN = ABCB6 transporter inhibitors, primary screen, K562-ABCB6 cells, flow cytometry, MLPCN library. K562-ABCB6 porphyrin accumulation, 1 h; hits give low values. fluorescence ratio to DMSO, % at 10 µM. hit rate 0.19% among 360,000. AID 602162, 2011;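 active means fluorescence ratio to DMSO below 75%, the collection mean minus 3 SD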;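 further: signal is porphyrin accumulated inside mitochondria; 100% equals median channel fluorescence of DMSO control wells; lower ratio means ABCB6 inhibition with less porphyrin fluorescence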
Target sequence (Q9NP58 whole entry, looked up): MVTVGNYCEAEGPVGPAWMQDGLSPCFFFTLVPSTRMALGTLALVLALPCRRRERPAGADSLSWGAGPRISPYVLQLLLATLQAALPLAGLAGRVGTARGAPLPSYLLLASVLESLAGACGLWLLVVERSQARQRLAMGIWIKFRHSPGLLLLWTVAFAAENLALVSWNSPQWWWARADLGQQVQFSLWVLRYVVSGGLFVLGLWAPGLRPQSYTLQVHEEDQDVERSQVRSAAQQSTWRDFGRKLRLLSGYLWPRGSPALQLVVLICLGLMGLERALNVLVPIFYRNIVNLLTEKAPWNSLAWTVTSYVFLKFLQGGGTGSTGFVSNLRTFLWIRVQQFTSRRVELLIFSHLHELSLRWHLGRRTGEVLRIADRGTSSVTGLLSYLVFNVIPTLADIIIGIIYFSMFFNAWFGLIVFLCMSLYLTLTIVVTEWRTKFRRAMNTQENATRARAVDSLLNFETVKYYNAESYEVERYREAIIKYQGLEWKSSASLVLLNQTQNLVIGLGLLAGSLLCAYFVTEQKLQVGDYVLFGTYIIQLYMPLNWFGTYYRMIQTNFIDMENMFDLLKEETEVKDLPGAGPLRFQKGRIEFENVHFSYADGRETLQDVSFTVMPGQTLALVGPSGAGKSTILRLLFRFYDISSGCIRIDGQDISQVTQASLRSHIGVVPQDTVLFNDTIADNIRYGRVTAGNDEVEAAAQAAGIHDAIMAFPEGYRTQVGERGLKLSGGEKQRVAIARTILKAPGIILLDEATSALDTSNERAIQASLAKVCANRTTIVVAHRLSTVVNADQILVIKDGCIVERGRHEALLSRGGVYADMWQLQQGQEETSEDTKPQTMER
MC4R antag cAMP = MC4R antagonists of cAMP signaling, primary screen, cell-based, TR-FRET, antagonist arm of biased-ligand search. inhibition, % at 6.5 µM. hit rate 0.48% among 360,000. Melanocortin receptor 4 (Homo sapiens), P32245. MC4R-expressing cells, MTII-stimulated cAMP, LANCE TR-FRET;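 active means inhibition above its plate's cutoff, the mean of tested wells on that plate plus 3 SD, cut at about 29% in these data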;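 further: 0% = Melanotan II alone and 100% = Melanotan II plus saturating MCL0020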
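Test system: U2OS cells stably expressing human melanocortin 4 receptor (MC4R); also added: Melanotan II challenge; compound: 6.5 µM single dose; timing: 30-min compound preincubation, 1-h Melanotan II challenge, 1-h detection, room temperature; signal: Eu-cAMP/anti-cAMP TR-FRET, emission 671 nm; repeats: one well per compound, no replicates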
m5-HT2A agonist = mouse Htr2a agonists via beta-arrestin recruitment, primary screen, cell-based, luminescence | activation, % at 7.6 µM | CHO-K1 mHTR2A beta-arrestin complementation; percent of 30 µM serotonin response | 5-hydroxytryptamine receptor 2A (Mus musculus), P35363 | hit rate 0.66% among 360,000;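 active means activation above a run cutoff, the mean activation of all tested compounds plus 3 SD, cut at about 14% in these data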;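 further: 0% = plate median of compound wells and 100% = 30 µM serotonin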
PDI turbidity = inhibitors of human PDI, primary screen, biochemical, turbidity, single point, plate reader; inhibition, % at 10 µM; PDI insulin aggregation turbidity, A650, 90 min; AID 588391, 2011; hit rate 0.052% among 350,000; Protein disulfide-isomerase (Homo sapiens), P07237;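 active means mean inhibition across replicates of 30% or more, whatever share of single replicates reach that level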;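 further: absorbance from insulin aggregation driven by PDI reduction with DTT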
Glyco luc inh = increase of ERlucT glycosylation luciferase signal, primary screen, N-linked glycosylation inhibitor project, D54 ERlucT cells, luminescence, set 2 | D54 ERlucT glycosylation luciferase reporter, 24 h; percent of 100 nM tunicamycin response | hit rate 0.23% among 360,000 | reporter increase, % at 12.5 µM;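 active means mean luciferase reporter signal, scaled so untreated is 0 and the glycosylation-blocking control 100, at or above a set limit in every replicate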;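 further: luciferase carries N-glycosylation sites so blocking glycosylation raises the light; 0% = median of neutral control wells and 100% = median of 100 nM tunicamycin wells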
Vif imaging = HIV Vif self-association inhibitors, primary screen, imaging, HEK293T, single point; HEK293T cells, Vif self-association by quenched fluorescence, 24 h; inhibition, % at 7.49 µM; hit rate 0.35% among 340,000; AID 602346, 2012; in the data active means inhibition above about 50%, passing the limit was not always enough; further: some results filed as inactive read as strong as hits
aDG glyco act = activators of alpha-DG glycosylation, primary screen, uHTS, Pro5-aDG cells, AlphaScreen | alpha-DG glycosylation AlphaScreen (IIH6); 0% Pro5, 100% B10-LARGE cell signal | activation, % at 10 µM | hit rate 0.22% among 360,000;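 active means activation of at least 8% versus controls, or a plate z-score of at least 8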;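 further: Pro5 are CHO cells carrying HIG-tagged alpha-DG that lacks glycosylation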
MC4R ag barr = MC4R agonists recruiting beta-arrestin, primary screen, cell-based, luminescence, agonist arm of biased-ligand search; U2OS MC4R beta-arrestin complementation; percent of melanotan II response, DMSO zero; AID 540308, 2011; activation, % at 8.9 µM; hit rate 0.98% among 360,000;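 active means activation above a per-plate cutoff, the mean activation of sample wells on that plate plus 3 SD, cut at about 8% in these data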
* = called active by the depositor; x = no result given.

| mol | CaV13 ICDI inh | H9c2 protect | ABCB6 inh MLPCN | MC4R antag cAMP | m5-HT2A agonist | PDI turbidity | Glyco luc inh | Vif imaging | aDG glyco act | MC4R ag barr |
| --- | --- | --- | --- | --- | --- | --- | --- | --- | --- | --- |
| CC1(c2ccc(Cl)cc2Cl)OCC(Cn2ccnc2)O1 (stereo not drawn) | -7 | -10 | 110 | -6 | 2 | -2 | 2 | 0 | 0.4 | 0.1 |
| CN(C)c1ccc(NC(=O)/C=C/c2c(Cl)cccc2Cl)cc1 | -6 | -7 | 103 | 13 | -1 | 3 | -10 | x | 0.3 | 10* |
| COC(=O)CSC(=S)N1C(C)CCCC1C (stereo not drawn) | -3 | -4 | 92 | 4 | -2 | -4 | 2 | -10 | -0.2 | -2.5 |
| O=C1CC(c2ccc(O)c(O)c2)Oc2cc(O)cc(O)c21 (stereo not drawn) | x | 18 | 101 | 0 | 0 | x | 0 | 15 | 0.3 | -0.9 |
| Nc1nnc(-c2cccc([N+](=O)[O-])c2)s1 | -2 | -1 | 102 | 6 | -1 | 1 | 1 | -1 | 0.0 | 1.3 |
| CCOC(=O)C1=CCN(S(=O)(=O)c2ccc(C)cc2)C1c1cccc2ccccc12 (stereo not drawn) | -6 | -5 | 93 | x | -4 | x | -3 | 11 | -0.1 | x |
| CC(=O)Nc1ccc(NS(=O)(=O)c2ccc(C)cc2)cc1[N+](=O)[O-] | -4 | -4 | 105 | 9 | -5 | -3 | -1 | x | -0.2 | 0.0 |
| CCN=C1SC(CC(=O)NCCc2ccc(OC)c(OC)c2)C(=O)N1CC (stereo not drawn) | -3 | -4 | 85 | -4 | 1 | -3 | 0 | 5 | -0.3 | -1.8 |
| O=C(Nc1ccccc1N1CCCC1)c1cc(S(=O)(=O)N2CCOCC2)ccc1Cl | -5 | -4 | 101 | 0 | 6 | -2 | -1 | 0 | 0.1 | -0.3 |
| Cc1cc(Nc2ccc(Cl)cc2)nc(N)n1 | -4 | -1 | 97 | 10 | -3 | -2 | 0 | -3 | 0.0 | 0.4 |
| CC(=O)OCC(=O)[C@@]1(O)CC[C@H]2[C@@H]3C[C@H](C)C4=CC(=O)C=C[C@]4(C)[C@H]3[C@@H](O)C[C@@]21C | -5 | -1 | 102 | 10 | -3 | -1 | 1 | -5 | -0.1 | -1.2 |
| COc1ccccc1N1CCN(C/C(C)=C/c2ccccc2)CC1 | -5 | -5 | 98 | 8 | -4 | 7 | 0 | x | 0.0 | 3.6 |
| COc1ccc(-c2nnn(CC(=O)NCc3cccs3)n2)cc1OC | -3 | -11 | 93 | 3 | 1 | -1 | 1 | 2 | 0.7 | -1.6 |
| O=C(COc1ccc2ccccc2c1Br)Nc1cccnc1 | -5 | -11 | 96 | 10 | 2 | 1 | 0 | -20 | 0.9 | 0.2 |
| O=C1CCCN1CCCN1C(=O)N[C@@H](Cc2ccccc2)C1=O | -5 | 3 | 100 | 7 | -2 | 2 | 1 | 6 | -0.2 | -1.9 |
| C/C(=N\N)c1c(-c2ccccc2)c2cc(Br)ccc2[nH]c1=O | x | 12 | 102 | 0 | 5 | -2 | 0 | -20 | 0.3 | 3.4 |
| CCOC(=O)CN(C(=O)CNC(=O)c1ccco1)C(C(=O)NC1CCCC1)c1ccccc1OCC (stereo not drawn) | -4 | 4 | 88 | 2 | 0 | -12 | 1 | -5 | -0.1 | -1.8 |
| CCC(NS(=O)(=O)c1ccc(OC)cc1)C(=O)O (stereo not drawn) | -5 | -2 | 96 | -3 | -5 | 4 | 0 | -10 | 0.0 | 0.5 |
| CC[n+]1c(C)sc2c3ccsc3ccc21 | 8 | 2 | 102 | 21 | 1 | -4 | 5 | -2 | 0.2 | 0.3 |
| O=C(c1ccc2c(c1)OCO2)N(CC1CCCO1)C1(C(=O)NC2CCCC2)CCCCC1 (stereo not drawn) | -5 | 0 | 96 | 4 | -2 | 7 | -1 | 69* | 0.3 | -0.4 |
| CSc1ccccc1OCc1cc(C(=O)N2CCc3c(Cl)cccc3C2)no1 | -5 | -5 | 100 | -5 | 3 | 1 | 0 | -10 | -0.1 | 2.3 |
| Cc1ccc(-c2c(C(=O)NC(C)C)oc(=O)c3ccccc23)cc1 | -5 | 4 | 97 | 19 | 3 | 19 | 1 | -3 | 0.0 | -2.1 |
| Cc1cc(C(=O)NCc2ccco2)c2ccccc2n1 | 8 | -6 | 96 | 3 | 7 | -7 | 3 | -3 | 0.2 | -1.2 |
| CN(C)CCCNC(=O)CC(c1ccc(F)cc1)c1ccco1 (stereo not drawn) | x | 9 | 197 | -3 | 4 | 2 | -1 | x | -0.1 | -2.4 |
| COc1ccc(Cl)cc1NC(=O)N1CCN(c2ccccc2OC)CC1 | -20 | -2 | 102 | 8 | -2 | 0 | -1 | 5 | 0.1 | -2.5 |
| CCOc1ccsc1C(=O)OC | -14 | 2 | 98 | 5 | -1 | 0 | 1 | -2 | 0.1 | 0.5 |
| N/C(Cc1cccc2ccccc12)=N\OC(=O)c1cccs1 | x | 5 | 102 | x | x | 9 | 0 | 4 | 0.3 | x |
| CCOc1ccc2nc(N(CCCN(C)C)C(=O)c3ccc(S(=O)(=O)N4CCCC4)cc3)sc2c1 | -3 | 8 | 105 | -3 | -6 | 1 | -6 | 6 | -0.3 | 1.3 |
| CCn1c(COc2cccc3cccnc23)nnc1SCC(=O)O | -2 | 2 | 103 | 2 | 1 | x | 1 | 12 | -0.4 | -0.1 |
| CCOc1ccc(NC(=O)c2cc3c(C)nc4ccccc4c3o2)cc1 | -6 | 61* | 98 | 3 | 8 | x | 19 | 6 | 0.0 | 0.8 |
| Cn1c(C(=O)NCCN2CCc3ccccc3C2)cc2c(=O)[nH]c3ccccc3c21 | -4 | 19 | 94 | 7 | 0 | 4 | 0 | 7 | -0.4 | -1.4 |
| Cc1ccc(/C=C/c2nc3ccccc3[nH]2)o1 | -4 | -16 | 105 | -6 | -2 | 4 | -6 | -2 | 1.1 | -2.3 |
| CCN1C(N(C)CCc2c[nH]c3ccccc23)=N[C@@H](c2cccc(C(F)(F)F)c2)C(C(=O)OC)=C1C | x | -14 | 99 | 3 | -3 | 6 | -9 | -7 | 1.0 | 1.6 |
| CCn1c(SCC(=O)Nc2ccc3c(c2)OCCO3)nnc1C1CC1 | -19 | -3 | 99 | 5 | 1 | 0 | 2 | -15 | 0.2 | 0.7 |
| CCOC(=O)C1CCN(C(=O)C2CCN(S(=O)(=O)c3cc(Cl)ccc3OCC)CC2)CC1 | -5 | -2 | 101 | 6 | 3 | 0 | 1 | 5 | -0.1 | -3.3 |
| O=S(=O)(Nc1cccc(-n2cnnn2)c1)c1cc(Br)ccc1Br | -2 | -3 | 98 | 3 | 3 | -4 | 3 | -1 | 1.3 | -1.5 |
| COc1ccccc1CNC(=O)CCS(=O)(=O)c1ccc2c(c1)CCN2C(C)=O | -17 | -2 | 101 | 1 | 6 | -9 | -1 | -1 | 5.3* | -2.5 |
| Cc1c(C(=O)O)oc2ccc(S(=O)(=O)NCCC3=CCCCC3)cc12 | -10 | 1 | 99 | 9 | -4 | 6 | -3 | -2 | 0.0 | 1.9 |
| O=C(Nc1nccs1)c1ccc(Cl)nc1 | -20 | 4 | 96 | -5 | -1 | -7 | 5 | -6 | 0.1 | -0.4 |
| Cc1ccc(C(=O)OCC(=O)NC2CCCCCCC2)cc1C | -10 | -1 | 95 | 4 | 4 | -14 | 3 | -6 | -0.1 | 0.7 |
| CCOC(=O)N1CCN(S(=O)(=O)c2ccc(OC)cc2)CC1 | -19 | 2 | 95 | -3 | 3 | 11 | 2 | -1 | 0.0 | -2.1 |
| C#CCn1c(=NC(=O)CN2C(=O)CCC2=O)sc2cc(S(N)(=O)=O)ccc21 | -2 | 0 | 92 | 6 | 3 | -24 | 0 | 5 | -0.3 | 1.5 |
| COc1cccc(NC(=O)CC(=O)c2ccccc2)c1 | -5 | -2 | 98 | -3 | -3 | 3 | -1 | 9 | 0.0 | -2.1 |
| Cc1noc(C)c1C(=O)NC(C)c1ccc(Cl)cc1Cl (stereo not drawn) | 7 | 8 | 101 | 6 | 4 | -5 | 1 | -2 | 0.1 | -1.5 |
| CC(C)(C)c1ccc(-c2nnc(SCC(=O)O)n2N)cc1 | -3 | -5 | 99 | 7 | -1 | -32 | 2 | 12 | -0.2 | -0.5 |
| COC(=O)CCC(=O)OC1(C)C(=O)C=C2C=C(C3CC3)N(CCCCO)C=C2C1=O (stereo not drawn) | -8 | -2 | 93 | -4 | -2 | 0 | 2 | -1 | 0.2 | -1.1 |
| Cc1cccc(NC(=O)c2ccc(OC3CSC3)cc2)c1 | -2 | -12 | 99 | -1 | -6 | -10 | -10 | -6 | 0.2 | -0.6 |
| CC12CCC(C1)C(C)(C)C2OC(=O)c1ccccc1C(=O)O (stereo not drawn) | -12 | 1 | 100 | 13 | -3 | -1 | 1 | -2 | 0.1 | 0.7 |
| CCOC(=O)/C(C#N)=C/c1ccc(OC(=O)c2ccco2)c(OCC)c1 | -5 | -5 | 98 | -2 | 8 | 4 | 2 | -8 | 0.0 | -2.3 |
| CCN(C(=O)N1CCOCC1)c1ccccc1 | 1 | 1 | 98 | 10 | -3 | 1 | 3 | -2 | -0.1 | 0.1 |
| Nc1cc(CN2C(=O)c3ccccc3C2=O)cc(Cl)c1O | x | 3 | 101 | 5 | -1 | -5 | 1 | 0 | 0.3 | -0.4 |
| COc1cccc(N2CC(C(=O)Nc3c(C)cccc3C)CC2=O)c1 (stereo not drawn) | x | 3 | 110 | 2 | 5 | 4 | 2 | 5 | 0.2 | 1.9 |
| CCC1Nc2ncnc(N3CCOCC3)c2N(Cc2ccccc2)C1=O (stereo not drawn) | -10 | 6 | 99 | -3 | 13 | -12 | 2 | -1 | 0.3 | -0.3 |
| CC(C)(CO)Nc1nc(Nc2ccccc2)nc(Nc2ccccc2)n1 | -5 | 10 | 98 | -5 | -4 | 7 | 1 | x | -0.1 | -1.6 |
| C=CCn1c(NCc2cc(C)ccc2O)nc2ccccc21 | -7 | -8 | 90 | -1 | -11 | x | -2 | -2 | 0.0 | 1.3 |
| COc1ccccc1CNC(=O)Cn1ccc2cc(S(=O)(=O)N3CCCC3)ccc21 | -13 | -2 | 99 | 10 | -10 | 0 | -1 | 2 | -0.4 | -1.2 |

An unsorted share of the library; 3.6% or so of the library scored in one or more.
